Compound activity as filed in PubChem BioAssay.
aSyn rescue: rescues yeast growth from alpha-synuclein toxicity | Yeast expressing alpha-synuclein, growth rescue, BacTiter-Glo, 24 h | Potency, µM (series often up to 46.1 µM), inactives show at the top dose growth rescue (activation), usual class: activators | hit rate 0.14% among 370,000; note: % of control where 0% means no effect; nearly all actives have a fitted effect of over 65% in size
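Galactose-induced alpha-syn yeast (OD600=0.02, raffinose-pregrown) + pinned cpd, 24 hr, 30 deg C; growth by BacTiter-Glo luminescence. Growth restoration scores as activation.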
FUS yeast rescue: FUS proteinopathy suppression in yeast. S. cerevisiae FUS-expressing, growth rescue, OD600, 24 h. Potency, µM (series often up to 76.6 µM), inactives show at the top dose growth rescue (activation), most hits filed as activators. hit rate 0.24% among 390,000. AID 1347120;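 note: plate controls were DMSO vehicle for no effect and reference control for full effect; nearly all actives have a fitted effect of over 55% in size; some results filed as inactive show a strong effect at the top dose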
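Galactose (2%) drives FUS expression in yeast precultured in raffinose; seeding density OD 0.005. Test compounds incubated 24hr at 30C and 99% humidity before absorbance at 600 nm was measured.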
EPAC2 ag: agonists of human EPAC2 (RAPGEF4); Q8WZA2; EPAC2 activation, biochemical qHTS; response scale: 100% = 6.5 mM cAMP response; Potency, µM (top dose mostly 154 µM), inactives show at the top dose activation, actives largely listed as activators; hit rate 0.079% among 360,000; note: nearly all actives have a fitted effect of over 50% in size
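In this primary screen, activation is scored as increased exchange of BODIPY-GDP from Rap1B by 100 nM EPAC2, with 50 uM GDP as competitor. Signal is normalized to the 6.5 mM cAMP agonist control.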
EPAC1 ag: EPAC1 (human) agonism | EPAC1 agonist qHTS, biochemical assay; response scale: 100% = response to 6.5 mM cAMP | Potency, µM (series often up to 154 µM), for the others: top-dose activation, most hits filed as activators | hit rate 0.073% among 360,000; note: nearly all actives have a fitted effect of over 60% in size
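Read-out is the fluorescence drop as BODIPY-GDP leaves Rap1B (480 nm excitation, 540 nm emission), recorded every 5 minutes over 30 minutes. Reactions held 100 nM EPAC1, 250 nM Rap1B–BODIPY-GDP and 50 uM GDP, with 6.5 mM cAMP setting full activation.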
EPAC1 antag: antagonists of human EPAC1; O95398; EPAC1 GEF assay, Rap1b-BODIPY-GDP exchange fluorescence; Potency, µM (highest dose often 115 µM), for the others: at the top dose activity change, negative = inhibition, hits mostly inhibitors; hit rate 0.14% among 360,000;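 note: plate controls were vehicle for no effect and positive control for full effect; nearly all actives have a fitted effect of over 50% in size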
EPAC2 antag: antagonists of human EPAC2. Q8WZA2. EPAC2 GEF exchange of Rap1B-BODIPY-GDP, fluorescence. hit rate 0.18% among 360,000. Potency, µM (titrated, usually from 114 µM), inactives show top-dose activity, negative = inhibition, most hits filed as inhibitors; note: % is set by controls: 0 for no effect and ±100 for the full control effect; nearly all actives have a fitted effect of over 45% in size; many of its hits are not listed in these tables
TDP-43 yeast inh: inhibitors of TDP-43 toxicity in yeast | hit rate 1.8% among 410,000 | Potency, µM (series often up to 46.1 µM), for the others: at the top dose growth rescue (activation), most hits filed as activators | TDP-43 expressing yeast growth rescue, BacTiter-Glo, 24 h | AID 652104; note: % of control where 0% means no effect; nearly all actives have a fitted effect of over 50% in size
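Growth rescue of TDP-43-toxic yeast measured as ATP luminescence (BacTiter-Glo). Cells grown to mid-log in raffinose, induced in galactose at OD600=0.02, exposed to compound 24 hr at 30 deg C.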
PTHR1 agonist: activates the human parathyroid hormone receptor PTHR1. Q03431. Potency, µM (doses to about 115 µM), for the others: at the highest dose activation, hits mostly activators. HEK293 GP2 PTHR1 cells, GloSensor cAMP luminescence, 1 h. hit rate 0.075% among 410,000; note: nearly all actives have a fitted effect of over 55% in size; some results filed as inactive show a strong effect at the top dose; inactives centre near -15; many of its hits are not listed in these tables
Target sequence (Q03431 whole entry, looked up): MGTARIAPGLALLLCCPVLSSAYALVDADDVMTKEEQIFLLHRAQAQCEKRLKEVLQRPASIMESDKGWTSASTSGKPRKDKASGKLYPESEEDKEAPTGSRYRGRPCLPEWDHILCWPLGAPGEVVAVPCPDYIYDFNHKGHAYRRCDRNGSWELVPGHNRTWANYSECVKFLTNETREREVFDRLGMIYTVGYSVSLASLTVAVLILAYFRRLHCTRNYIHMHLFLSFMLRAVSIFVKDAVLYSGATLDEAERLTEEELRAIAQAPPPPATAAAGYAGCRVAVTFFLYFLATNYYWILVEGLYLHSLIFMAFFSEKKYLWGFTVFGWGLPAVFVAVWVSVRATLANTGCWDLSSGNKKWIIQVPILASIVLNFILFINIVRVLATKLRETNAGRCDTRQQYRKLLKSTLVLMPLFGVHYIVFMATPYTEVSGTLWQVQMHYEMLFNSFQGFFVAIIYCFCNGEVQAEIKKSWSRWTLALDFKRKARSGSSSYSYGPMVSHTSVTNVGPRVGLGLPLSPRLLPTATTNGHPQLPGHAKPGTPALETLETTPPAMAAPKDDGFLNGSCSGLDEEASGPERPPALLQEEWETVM
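HEK-293-derived GP2 cells expressing PTHR1 and a GloSensor cAMP reporter, 3,000/well, plated overnight, given luciferin plus IBMX (each 0.5 mM as added) for 1 h at 37 °C, then compound for 1 h at 37 °C. Luminescence was read after 15 min at room temperature.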
* = called active by the depositor; i = inactive; ? = inconclusive; nt = not tested or not shown; & = joins results of further samples; [ ] = dose if it differs, or a comment. Calls come from the whole dose curve; as a rule, active = well fitted curve in the direction sought with a large enough effect; inconclusive = small, poorly fitted or top-dose-only effect, or another doubt; inactive = no such curve, though single readings can be large; an effect the other way counts as inactive or inconclusive. Potency is the fitted concentration of half-maximal effect. The list is partial; count on the stated rates, not on these rows.

canonical_smiles	aSyn rescue	FUS yeast rescue	EPAC2 ag	EPAC1 ag	EPAC1 antag	EPAC2 antag	TDP-43 yeast inh	PTHR1 agonist
CCCC(=O)NC(c1ccco1)c1cc(Cl)c2cccnc2c1O (configuration not stated)	?	28%	12%	0%	12%	26%	?	-5%[57.5 µM]
Cc1ccc(C2CC2C(=O)NNC(=S)Nc2cccc(C)c2)cc1 (configuration not stated)	24%	38%	-18%	-4%	3%	2%	?	i
CCCN(CC(=O)Nc1ccccc1C)C(=O)Cc1n[nH]c(=O)c2ccccc12	0%	-15%	2%	12%	1%	4%	26%	-25%
COc1ccc2cc(C3CC(c4ccco4)=NN3S(C)(=O)=O)c(Cl)nc2c1 (configuration not stated)	6%	23%	5%	-9%	-4%	1%	-24%	-7%
COc1cc(C(=O)N(C)Cc2cccc(OC)c2OC)ccc1OCC(=O)Nc1cccc(C(F)(F)F)c1	6%	?	-7%	-6%	-15%	-18%	3%	-29%
CN(c1ccccc1)S(=O)(=O)c1ccc(C(=O)OCC(=O)N2CCOCC2)cc1	-9%	16%	-9%	-5%	11%	12%	?	i
O=C(CSc1nnc(SCc2ccccc2)s1)N/N=C/c1c(Cl)cccc1Cl	-1%	-2%	0%	10%	1%	4%	0%	-14%
CC(=O)N1CCCC(C)(C(=O)Nc2ccc3nc(C)ccc3c2)C1 (configuration not stated)	-8%	-13%	9%	-1%	2%	10%	13%	i
CCSc1nc2c([nH]c3ccccc32)c(=O)n1C	3%	-10%	1%	0%	-5%	-8%	18%	-4%
CCCCN(CC)CCNC(=O)Cn1cc2c(n1)-c1c(oc(C(=O)N3CCCC3)c1C)CC2	-5%	4%&-6%	4%	9%	-1%	-1%	?	-28%
O=C(Nc1ccccc1)N1CCCN(c2ccc(C(F)(F)F)cc2[N+](=O)[O-])CC1	14%	6%	4%	6%	-14%	-19%	18µM*	-6%
CN1CCOCCOCCOCCN(C)C1=S	-3%	15%	1%	-8%	5%	26%	-23%	17%
CCn1c(-c2cc(-c3ccccc3)sc2N)n[nH]c1=S	3%	39%	-1%	-4%	3%	-12%	-4%[1.82 µM]	-20%
Cc1c(F)cccc1NS(=O)(=O)c1ccc(N2CCCC2=O)cc1	-2%	5%	3%	-12%	-23%	3%	-5%	i
CN=c1scc(-c2cc(OC)ccc2OC)n1/N=C/c1c(C)[nH]c2ccccc12	10%	?	9%	12%	-7%	2%	?	-16%
COc1cccc(-c2c(C(=O)N/N=C(\C)COc3ccccc3)nnn2-c2nonc2N)c1	-2%	21%	8%	5%	0%	-1%	-4%	i

Two entries from above, set out differently:
Cc1c(F)cccc1NS(=O)(=O)c1ccc(N2CCCC2=O)cc1
- aSyn rescue: -2%
- FUS yeast rescue: 5%
- EPAC2 ag: 3%
- EPAC1 ag: -12%
- EPAC1 antag: -23%
- EPAC2 antag: 3%
- TDP-43 yeast inh: -5%
- PTHR1 agonist: i
CN=c1scc(-c2cc(OC)ccc2OC)n1/N=C/c1c(C)[nH]c2ccccc12
- aSyn rescue: 10%
- FUS yeast rescue: ?
- EPAC2 ag: 9%
- EPAC1 ag: 12%
- EPAC1 antag: -7%
- EPAC2 antag: 2%
- TDP-43 yeast inh: ?
- PTHR1 agonist: -16%

2 compounds drawn at random from those above:
canonical_smiles	aSyn rescue	FUS yeast rescue	EPAC2 ag	EPAC1 ag	EPAC1 antag	EPAC2 antag	TDP-43 yeast inh	PTHR1 agonist
CCCCN(CC)CCNC(=O)Cn1cc2c(n1)-c1c(oc(C(=O)N3CCCC3)c1C)CC2	-5%	4%&-6%	4%	9%	-1%	-1%	?	-28%
O=C(Nc1ccccc1)N1CCCN(c2ccc(C(F)(F)F)cc2[N+](=O)[O-])CC1	14%	6%	4%	6%	-14%	-19%	18µM*	-6%

Additional compounds.
canonical_smiles	aSyn rescue	FUS yeast rescue	EPAC2 ag	EPAC1 ag	EPAC1 antag	EPAC2 antag	TDP-43 yeast inh	PTHR1 agonist
CCCOC(=O)C1[C@H]2C(=O)N(CC3CCCO3)C[C@]23C=C[C@H]1O3 (some centres not stated)	0%	24%	7%	-2%	13%	-3%[57.1 µM]	-5%	-10%[57.5 µM]
CSc1cccc(CNC(=O)CC2C(=O)NCCN2CC(C)(C)C)c1 (configuration not stated)	-1%	14%	4%	-11%	-1%	1%	-6%	i
Cc1ccc(-c2ccc(=O)n(CC(=O)NCc3ccco3)n2)cc1	-1%	5%	-1%	0%	8%	6%	-16%	i
CC1=C(C(=O)Nc2ccccc2C)C2(CCCC2)C(C(N)=O)C(=O)N1 (configuration not stated)	-3%	10%	5%	-2%	6%	3%	-18%	i
CCOP(=O)(O)c1ccccc1OCCOc1ccccc1P(=O)(O)OCC	8%	14%	7%	-5%	8%	13%	-17%	17%
CCCS(=O)(=O)c1nc(S(=O)(=O)c2ccc(C)cc2)c(NCc2ccco2)s1	-12%	-5%	7%	5%	7%	-2%	-8%	i
Oc1[nH]c2ccccc2c1C1=NCCCC1	2%	3%	5%	4%	1%	-3%	29%	-23%[57.5 µM]
O=C1CC(Nc2ccc(N3CCOCC3)cc2)C(=O)N1c1ccccc1F (configuration not stated)	-13%	26%	16%	2%	-6%	11%	23%	-17%
CC(=O)c1sc(NC(=O)c2ccccc2C)nc1C	-8%	6%	3%	-1%	4%	13%	-2%	i
C=CCNCCOCCOc1ccc(C)cc1Br	2%	-7%	-5%	-10%	-18%	-5%	-21%	-1%
O=C(/C=C/c1ccccc1[N+](=O)[O-])OCC(=O)c1ccccc1	10%	1%	-5%	0%	-21%	-4%	20µM*	i
CCC(C)N(NC(C)=O)c1nc(Cl)nc(NC(C)C)n1 (configuration not stated)	6%	-6%	0%	-2%	2%	4%	2%	i
COc1ccc(C2C(C(=O)c3ccco3)=C(O)C(=O)N2CCc2ccccc2)cc1OC (configuration not stated)	-3%	?	-5%	-13%	-13%	-7%	8%	i
O=C1CSC(c2cccnc2)N1c1cccc(Cl)c1 (configuration not stated)	-4%	-9%	13%	8%	4%	3%	18%	-1%
COC(=O)c1ccc(NC(=O)CCc2nnc3ccc(N4CCC5(CC4)OCCO5)nn23)cc1	-2%	-16%	3%	8%	-23%	-2%	-4%	i
O=C(CCS(=O)(=O)c1ccc(Cl)cc1)Nc1ccccc1Br	0%	-9%	-4%	-9%	13%	-3%	-3%	-10%
O=C(CCC1COc2ccccc2O1)Nc1ccc(Cl)cn1 (configuration not stated)	7%	-40%	-32%[inhibitor]	-15%	-12%	-9%	-5%	-90%[inhibitor][57.5 µM]
COc1ccc(C(=O)NNC(=O)Cc2ccc(-c3ccccc3)cc2)cc1OC	1%	44%	4%	1%	-11%	-1%	3%	i
CCN(C(=O)COC(=O)c1cccnc1SC)c1c(N)n(Cc2ccccc2)c(=O)[nH]c1=O	2%	22%	4%	12%	8%	-6%	15%	-15%
CN1CCN(C(=O)c2cn(-c3ccccc3)nc2-c2cccs2)CC1	0%	-12%	3%	-2%	-12%	-1%	4%	i
COC(=O)[C@]1(C)CCC[C@@]2(C)C3CC[C@@]4(C)C[C@]3(CCC21)CC(=O)N4Cc1ccc(OC)cc1 (some centres not stated)	-12%	?	1%	0%	-3%	-19%	-9%	-45%[inhibitor]
COc1ccc(C)c2sc(N(CCN(C)C)C(=O)/C=C/c3cccs3)nc12	-21%	19%	9%	12%	-7%	8%	-12%	-8%
O=C(O)C1OC(C(=O)O)C2C1C(F)(F)C2(F)F (configuration not stated)	-13%	-7%	7%	6%	5%	1%	-16%	-6%
O=C(c1ccccc1)N1CCN(c2ncnc3sc4c(c23)CCC4)CC1	11%	34%	-5%	0%	-4%	-1%	22µM*	-34%[inhibitor]
COCCCN1C(=O)C(=O)/C(=C(/O)c2ccc(S(=O)(=O)N3CCOCC3)cc2)C1c1ccc(C(C)C)cc1 (configuration not stated)	-7%	3%	-6%	0%	-5%	7%	-4%	i
O=C(NCCCNc1ccc(C(F)(F)F)cc1[N+](=O)[O-])c1ccc(Cl)cc1	3%	1%	-21%	3%	4%	-1%	-25%	i
O=C(NCc1ccncc1)C(=O)NCC(c1ccco1)N1CCN(c2ccccc2F)CC1 (configuration not stated)	-1%	nt	-5%	0%	8%	6%	5%	-15%
CN(c1ccccc1)S(=O)(=O)c1cccc(C(=O)Nc2nccs2)c1	1%	-14%	13%	5%	-10%	-16%	1%	-58%[inhibitor]
Cn1c(=O)c2ncn(CC(=O)NCCOc3ccc(C(C)(C)C)cc3)c2n(C)c1=O	?	nt	-7%	-8%	-8%	-4%	1%	-22%
COc1cccc(C(=O)Nc2cnn(C(C)C)c2)c1	-3%	5%	0%	-10%	12%	-1%	-8%	-17%
NC(=O)C1CCCN(C(=O)c2ccc(Cl)cc2)C1 (configuration not stated)	2%	-14%	-2%	2%	13%	0%	-15%	i
COc1ccc2[nH]c(C(=O)N(C)c3ccc(F)cc3F)cc2c1	-1%	1%	1%	-8%	8%	-3%	10%	-9%
CCCCn1c(N)c(N(Cc2ccccc2OC)C(=O)c2cc(CC)c(C)s2)c(=O)[nH]c1=O	0%	nt	-7%	-21%	-7%	-4%	0%	i
CC1=NN(C(C#N)c2ccc([N+](=O)[O-])cc2)C(C)(C)C1 (configuration not stated)	-2%	8%	6%	5%	9%	4%	13%	i
OCc1nc2ccccc2n1CCCCOc1ccccc1	10%	17%	5%	-1%	9%	-6%	-8%	13%
Cc1cc(C(=O)COC(=O)CC2Sc3ccccc3NC2=O)c(C)n1-c1ccccc1 (configuration not stated)	0%	34%	9%	18%	4%	-4%	-16%	-17%
COc1ccc(CNC(=O)C(OC(=O)c2ccco2)c2ccccc2F)cc1 (configuration not stated)	14%	0%	7%	8%	-5%	-10%	-3%	-6%
CC1(C)CC(=O)c2c(n(-c3cccc4ccccc34)ccc2=O)C1	1%	-12%	-18%	11%	5%	-2%	7%	i
COc1ccc(S(=O)(=O)Cc2ccc(C(=O)NCc3ccco3)o2)cc1	1%	-15%	-2%	-1%	-4%	16%	4%	-7%
Nn1c(COc2ccccc2)nc2ccccc2c1=O	9%	12%	8%	3%	1%	-2%	13%	i
CC(=O)c1ccc(N2C(=NC(=O)C3CCCO3)SC3CS(=O)(=O)CC32)cc1 (configuration not stated)	2%	6%	3%	-4%	-18%	9%	2%	-24%
Cc1cc(=O)oc2cc(OCC(=O)N3CCN(c4ccccc4)CC3)ccc12	?	21%	9%	9%	-19%	-2%	?	-19%
Cc1cc(-c2n[nH]c(=S)n2CC(C)C)cs1	1%	37%	11%	-3%	-17%	-5%	9%	1%
